Source: PubChem
GRK2 aptamer HTS – human GRK2 inhibition via aptamer displacement | P25098 | bead flow cytometry, FAM-aptamer displacement from GRK2 | inhibition of aptamer binding, % at 10 µM | actives 0.59% (n = 330,000);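 active means inhibition of aptamer binding above 40%, roughly 3 SD of noise, on plates passing a quality check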;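 further: median bead fluorescence of bound FAM aptamer so fluorescent compounds give negative values; no value below 0 was filed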
Target sequence (P25098 whole entry, looked up): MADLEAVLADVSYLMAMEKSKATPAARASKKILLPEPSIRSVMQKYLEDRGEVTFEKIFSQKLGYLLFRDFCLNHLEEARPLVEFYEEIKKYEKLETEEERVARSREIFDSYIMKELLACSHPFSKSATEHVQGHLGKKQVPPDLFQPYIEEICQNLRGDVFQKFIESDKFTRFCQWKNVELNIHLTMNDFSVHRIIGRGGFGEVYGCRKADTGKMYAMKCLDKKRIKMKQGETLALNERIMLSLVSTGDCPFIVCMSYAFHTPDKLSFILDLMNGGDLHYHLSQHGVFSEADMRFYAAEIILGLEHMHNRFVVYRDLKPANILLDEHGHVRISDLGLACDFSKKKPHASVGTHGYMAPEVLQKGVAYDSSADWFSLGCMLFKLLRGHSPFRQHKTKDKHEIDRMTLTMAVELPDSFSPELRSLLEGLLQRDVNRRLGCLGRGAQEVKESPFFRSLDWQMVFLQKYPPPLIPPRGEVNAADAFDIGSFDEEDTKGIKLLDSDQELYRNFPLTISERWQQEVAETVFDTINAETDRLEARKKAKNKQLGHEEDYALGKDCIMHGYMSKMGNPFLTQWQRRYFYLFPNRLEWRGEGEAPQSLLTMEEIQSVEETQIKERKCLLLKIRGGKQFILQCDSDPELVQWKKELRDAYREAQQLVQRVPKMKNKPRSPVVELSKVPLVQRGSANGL
VLA-4 inh – inhibition in a human VLA-4 binding assay | P13612 | VLA-4 expressing cells, ligand binding flow cytometry | inhibition, % (about 7 µM as worked out from the volumes in the protocol) | actives 0.2% (n = 330,000); in the data active means inhibition above about 50%
MCL1 BIM primary – inhibitors of human MCL1 binding to BIM-BH3 peptide. Q07820. GST-MCL1 / FITC-Bim-BH3 fluorescence polarization. inhibition, % at 10.9 µM. actives 0.68% (n = 320,000). AID 2057;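 active means inhibition above the mean inhibition of all tested compounds plus 3 SD, set per campaign, cut at about 40% in these data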;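 further: 0% = DMSO wells and 100% = unlabeled Bim-BH3 peptide control; higher means more loss of mP so more displacement of Bim peptide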
Target sequence (Q07820 whole entry, looked up): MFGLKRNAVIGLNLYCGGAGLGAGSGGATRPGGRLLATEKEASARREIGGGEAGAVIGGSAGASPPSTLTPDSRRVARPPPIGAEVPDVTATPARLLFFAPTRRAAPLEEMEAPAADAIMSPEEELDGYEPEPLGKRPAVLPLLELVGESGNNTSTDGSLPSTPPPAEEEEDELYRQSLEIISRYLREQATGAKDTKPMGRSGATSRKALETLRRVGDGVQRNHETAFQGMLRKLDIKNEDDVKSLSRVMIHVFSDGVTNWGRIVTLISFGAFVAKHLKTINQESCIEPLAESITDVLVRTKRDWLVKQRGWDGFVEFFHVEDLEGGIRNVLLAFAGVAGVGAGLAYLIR
CIT2-GFP yeast – modulators of TOR pathway CIT2-GFP in S. cerevisiae; GFP response vs DMSO, % at 10 µM; AID 2029; actives 0.065% (n = 320,000); S. cerevisiae CIT2-GFP strain, flow cytometry, 3 h; 100 means same as DMSO wells;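 active means GFP response relative to DMSO above a set limit, near the screen mean plus 3 SD, cut at about 150% in these data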;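 further: ratio of well median GFP fluorescence to mean of DMSO wells on the plate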
Yeast superoxide – lowers age-related superoxide in aged yeast cells. superoxide response (% of plate mean), % at 10 µM. actives 0.18% (n = 330,000). AID 2690. S. cerevisiae aged cells, superoxide DHE fluorescence; active compounds read low;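 active means superoxide response under a set limit, about three screen SD below normal, cut at about 65% in these data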;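 further: yeast aged for seven days with compound at 30 °C before DHE staining; 100% = average MFI of all compound-treated wells on the plate with controls excluded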
GLD-1 TGE inh – GLD-1-TGE RNA interaction inhibition (C. elegans); Q17339; purified GLD-1 + fluorescein TGE RNA, fluorescence polarization; inhibition, % at 5.96 µM; actives 0.44% (n = 320,000); AID 2280;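 active means percent inhibition above a per-plate cutoff, the plate mean of test compounds plus 3 SD, cut at about 30% in these data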;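 further: 0% = DMSO wells with GLD-1 and probe and 100% = wells lacking GLD-1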
Bcl-xL primary – blocks human Bcl-xL binding to Bim BH3 peptide | GST-Bcl-xL / FITC-Bim BH3 peptide fluorescence polarization | actives 0.7% (n = 320,000) | inhibition, % at 10.9 µM | Q07817 | AID 2129;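 active means inhibition above the mean of all tested compounds plus 3 SD, cutoff set per campaign, cut at about 30% in these data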;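 further: 0% = DMSO wells and 100% = unlabeled Bim-BH3 peptide competitor; inhibitors lower millipolarization by displacing the labeled peptide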
MEX-5 binding – C. elegans MEX-5 TCR-2 RNA binding activity; AID 1832; actives 0.38% (n = 300,000); Q9XUB2; MEX-5/FITC-TCR2 RNA binding, fluorescence polarization; active compounds read low; activity score (negative = inhibition of binding), % at 10 µM;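 active means inhibition past about -25% in most replicates, and total fluorescence under double the plate's negative control median, limit read from the data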;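 further: 0% = DMSO and -100% = 5 µM competing unlabeled TCR2 RNA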
AGP1-GFP MLPCN – modulators of TOR pathway AGP1-GFP in S. cerevisiae. S. cerevisiae AGP1-GFP multiplex flow cytometry, 3 h; GFP as percent of DMSO wells. GFP response vs DMSO, % at 10 µM. actives 0.02% (n = 320,000). AID 2066;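 active means GFP response relative to DMSO above a set limit, near screen average plus 3 SD, cut at about 150% in these data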;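 further: median GFP channel fluorescence of the gated AGP1 strain per well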
Starred values were filed as active, the others as inactive; x = no result given.

SMILES	GRK2 aptamer HTS	VLA-4 inh	MCL1 BIM primary	CIT2-GFP yeast	Yeast superoxide	GLD-1 TGE inh	Bcl-xL primary	MEX-5 binding	AGP1-GFP MLPCN
O=C1CCCN1c1ccc(CNS(=O)(=O)c2ccc(F)cc2)cc1	1	17	-3	100	84	6	4	1.1	102
CC(C)(C)OC(=O)N[C@@H](C(=O)OC(C)(C)C)c1ccc(C(F)(F)F)cc1	40	21	1	91	108	-1	-3	x	93
O=C(Cn1cc(C(=O)C2CC2)c2ccccc21)NCc1ccc2c(c1)OCO2	2	-8	4	98	101	1	6	2.4	97
CCc1cccc(C)c1NC(=O)CSc1nnc(C)o1	4	-4	8	100	86	3	1	2.4	113
Cn1cc(-c2cccc(C(F)(F)F)c2)cc(C#N)c1=O	4	10	-4	114	102	-1	-1	-1.1	108
COc1cc(O)ccc1C(=O)CCc1ccc(O)cc1	3	11	1	109	103	-3	4	2.7	106
Cc1sc(NC(=O)c2ccco2)c(CN2CCN(c3ccc(F)cc3)CC2)c1C	3	25	3	101	87	0	4	0.2	103
COc1ccccc1NC(=O)Nc1cc(C(C)(C)C)nn1C	0	-1	-2	106	100	-2	0	0.2	102
CC(=O)c1cccc(N2C(=NC(=O)COc3ccccc3)SC3CS(=O)(=O)CC32)c1 (centres undefined)	0	-5	-2	102	107	-4	4	-1.3	76
CCc1nnc(NC(=O)c2ccc(S(=O)(=O)N(CC(C)C)CC(C)C)cc2)o1	0	10	7	108	115	-5	7	x	101
CCOC(=O)C1=C(CC)Nc2ccccc2N=C1NC(=O)c1ccc(S(=O)(=O)N2CCCC2)cc1	0	6	3	99	110	4	6	3.3	97
CCn1c(SCC(=O)Nc2nccs2)nnc1-c1ccccn1	0	10	1	91	101	0	0	1.6	91
NC1=NC[C@H](Cc2ccc(O)cc2)N1CCCCC1CCCCC1	0	4	12	118	113	-4	9	-2.1	94
COc1ccc(OC)c(S(=O)(=O)N2CCC(C(=O)NC(C)c3ccccc3)CC2)c1 (centres undefined)	0	16	5	97	98	-4	6	-2.2	95
O=C(O)c1cc2c(cc1NC(=O)c1c(F)cccc1Cl)OCCCO2	2	7	-3	98	116	5	-2	-0.6	87
O=S(=O)(Nc1nc2ccccc2[nH]1)c1ccc(Cl)cc1	0	2	2	105	94	1	5	-2.7	104
C/C(=N\Nc1nc(N2CCOCC2)nc(N2CCOCC2)n1)c1ccc([N+](=O)[O-])cc1	0	-2	3	103	88	7	8	-0.4	96
COc1ccccc1/C=C/C(=O)Nc1cccnc1	12	2	9	103	100	-9	-2	0.9	100
COC(=O)c1ccccc1-n1c(CCC(=O)O)ccc1-c1ccc(F)cc1	0	-1	3	104	115	-1	3	-0.9	106
Fc1ccc(OCCOCCN2CCNCC2)cc1	7	10	10	104	101	4	4	1.3	101
CCOc1ccc(S(=O)(=O)N2CCC(C(=O)NCC(=O)Nc3cccc(Cl)c3C)CC2)cc1	0	-13	4	85	103	3	1	x	94
CC(C)CCn1c(SCC(=O)N2CC(=O)Nc3ccccc32)nc2scc(-c3cccs3)c2c1=O	0	-8	12	90	94	-3	-2	-0.1	94
COc1ccccc1N1CCN(C(=O)c2cc3c(=O)n(C)c4ccccc4c3n2C)CC1	0	-11	-3	106	94	5	3	0.4	98
COc1cccc(C(=O)N2c3ccccc3Sc3ccccc32)c1	1	13	2	103	86	-3	6	0.3	104
CC(C)(C)NC(=O)Nc1ccc2nccnc2c1	4	3	0	100	85	-1	1	-0.4	100
Cc1onc(-c2ccc(Cl)cc2Cl)c1-c1csc(N/N=C/c2ccccc2)n1	0	-1	12	86	105	1	5	0.5	87
CCCCCCCCCCCCCCCC[n+]1ccc(/C=N/O)cc1	0	-18	5	94	107	-5	4	x	85
Nc1nnc(SCCN2C(=O)c3ccccc3S2(=O)=O)s1	0	-5	-10	103	98	3	-5	0.3	102
CC(C)[C@H](NC(=O)c1ccccc1)C(=O)NCCc1ccccc1	3	0	-20	92	92	1	-2	2.2	92
COc1ccc(C2=NO[C@@H]3C(=O)N(c4ccc(C)cc4C)C(=O)[C@H]23)cc1OC	0	10	2	98	96	0	3	1.6	106
O=C(NNc1nc2cc3c(cc2s1)OCO3)c1ccccc1	2	-5	-9	85	96	10	-7	-0.4	99
Cc1nn2c(=O)cc(CSc3nc4ccccc4[nH]3)nc2s1	0	-14	0	97	96	7	-1	1.7	96
O=C(O)CC(c1ccc(Cl)cc1)N1C(=O)CCC1=O (centres undefined)	0	18	-1	99	90	6	3	1.2	101
COc1ccc(/C=N/NC(=O)C[n+]2ccccc2)c(OC)c1	0	2	2	94	107	0	5	2.3	89
c1ccc(-c2ccc(CN3C[C@@H]4C(c5ccccc5)C5(c6ccccc6)CC4(C5)[C@H]3c3ccccc3)cc2)cc1 (some centres undefined)	1	11	6	67	102	0	2	1.8	78
COc1cccc(Nc2nc(C)cc(C)c2C#N)c1	0	-4	1	84	102	0	5	x	90
COc1ccc(Nc2nc(-c3ccc(OC)cc3)cs2)cc1	0	17	-14	97	95	-5	3	1.3	103
COc1ccc(S(=O)(=O)N(Cc2cc3ccc(OC)cc3[nH]c2=O)CC2COCCO2)cc1 (centres undefined)	2	16	-11	101	105	-5	-5	0.2	99
CCOC(=O)N1CCN(c2cc(=O)n(-c3cccc(C)c3)c(=O)[nH]2)CC1	0	-22	-204	99	118	-88	-110	-3.6	96
Cc1ccc(C(=O)c2c(NC(=O)c3ccncc3)sc3c2CCCC3)cc1	3	-13	6	113	115	3	10	0.0	96
NC(=O)c1ccc(NC(=O)COC(=O)CCN=C2NS(=O)(=O)c3ccccc32)cc1	1	5	-5	98	102	4	5	x	104
CC1NC(=S)N(Cc2ccccc2)C1=O (centres undefined)	1	28	0	102	96	0	-2	-0.6	99
Cc1ccc2nc(SCC(=O)NCc3ccco3)c(C)cc2c1	0	-5	3	95	99	3	2	-1.7	99
COCCn1c(SCC(=O)Nc2c(C)n(C)n(-c3ccccc3)c2=O)nc2ccccc2c1=O	0	10	0	89	91	4	-1	x	91
CCOC(=O)c1ccc(NC(=O)C2CCCN(S(=O)(=O)c3cnc[nH]3)C2)cc1 (centres undefined)	1	4	2	90	103	-1	2	2.9	92
COc1cc(/C=N\NC(=O)c2cccc(Cl)c2)ccc1Oc1ccc([N+](=O)[O-])cn1	3	11	10	91	108	1	9	0.0	102
CCN(CC)S(=O)(=O)c1ccc(Oc2ccc(S(=O)(=O)N(CC)CC)cc2)cc1	0	32	-10	x	105	0	1	-3.6	87
O=C(c1sccc1-c1ccccc1)N1CCN(S(=O)(=O)c2ccccc2)CC1	0	12	0	116	114	4	3	2.4	93
O=C(COc1ccccc1)NNC1=NS(=O)(=O)c2ccccc21	1	11	4	100	107	-5	0	-8.4	105
COc1ccc(S(=O)(=O)N2CCOCC2)cc1NC(=O)Cc1cccs1	1	-8	-1	103	111	2	2	x	95
COc1ccc(C(C(=O)NC(C)(C)C)N(Cc2ccco2)C(=O)CCC(=O)Nc2ccccn2)cc1 (centres undefined)	0	-2	8	96	105	0	6	-0.3	94
COc1ccc(-n2c(=O)[nH]c3cc(C(=O)NCCc4ccc(Cl)cc4)ccc3c2=O)cc1OC	0	3	-1	95	112	-2	3	-2.6	97
COc1ccc(-c2csc(NC(C)c3nc4cc(C(F)(F)F)ccc4n3CCOCCO)n2)cc1 (centres undefined)	x	x	1	x	x	-5	1	3.5	x
Cc1nn(-c2ccc(F)cc2)c(N)c1C1(O)C(=O)Nc2ccccc21 (centres undefined)	2	-7	-3	107	94	1	-5	0.9	105
CC(C(=O)Nc1ccccc1Cl)c1ccc([N+](=O)[O-])cc1 (centres undefined)	5	2	1	88	104	1	2	3.0	88
CCN1CCN(C(=O)C2CCN(S(=O)(=O)c3cccc4cccnc34)CC2)CC1	2	24	2	104	100	1	1	1.9	104
Cc1[nH]c(C)c(S(=O)(=O)NCCc2ccc(S(N)(=O)=O)cc2)c1C(=O)N1CCCC1	4	6	8	104	75	-5	6	-0.5	106
Cc1ccc(C(=O)CSc2nnc(COc3cc(C)cc(C)c3)o2)cc1	0	-18	-3	90	100	8	-4	0.3	108
Cc1ccc(C2C3=C(CCCC3=O)OC3=C2C(=O)CCC3)cc1	0	3	-14	105	106	3	-2	-0.4	102
COc1cc(NC(=O)c2cc(-c3cccs3)on2)cc(OC)c1OC	0	-6	0	83	94	2	-2	0.0	x
O=C(O)CC(CC(=O)O)(C(=O)O)c1ccccc1	15	6	-3	99	97	-1	1	1.0	90
O=C(CNCC1(N2CCOCC2)CCCCC1)Nc1ccc(Cl)cc1	0	9	3	x	99	4	3	0.6	89

Molecules from the list above that have a nitro group on carbon (three):
SMILES	GRK2 aptamer HTS	VLA-4 inh	MCL1 BIM primary	CIT2-GFP yeast	Yeast superoxide	GLD-1 TGE inh	Bcl-xL primary	MEX-5 binding	AGP1-GFP MLPCN
C/C(=N\Nc1nc(N2CCOCC2)nc(N2CCOCC2)n1)c1ccc([N+](=O)[O-])cc1	0	-2	3	103	88	7	8	-0.4	96
COc1cc(/C=N\NC(=O)c2cccc(Cl)c2)ccc1Oc1ccc([N+](=O)[O-])cn1	3	11	10	91	108	1	9	0.0	102
CC(C(=O)Nc1ccccc1Cl)c1ccc([N+](=O)[O-])cc1 (centres undefined)	5	2	1	88	104	1	2	3.0	88

An excerpt of these results, with bars between the fields:
molecule | GRK2 aptamer HTS | VLA-4 inh | MCL1 BIM primary | CIT2-GFP yeast | Yeast superoxide | GLD-1 TGE inh | Bcl-xL primary | MEX-5 binding | AGP1-GFP MLPCN
COc1ccc(S(=O)(=O)N2CCOCC2)cc1NC(=O)Cc1cccs1 | 1 | -8 | -1 | 103 | 111 | 2 | 2 | x | 95
COc1ccc(C(C(=O)NC(C)(C)C)N(Cc2ccco2)C(=O)CCC(=O)Nc2ccccn2)cc1 (centres undefined) | 0 | -2 | 8 | 96 | 105 | 0 | 6 | -0.3 | 94

Quoted from the listing for reference:
SMILES	GRK2 aptamer HTS	VLA-4 inh	MCL1 BIM primary	CIT2-GFP yeast	Yeast superoxide	GLD-1 TGE inh	Bcl-xL primary	MEX-5 binding	AGP1-GFP MLPCN
Cc1ccc(C2C3=C(CCCC3=O)OC3=C2C(=O)CCC3)cc1	0	3	-14	105	106	3	-2	-0.4	102
COc1cc(NC(=O)c2cc(-c3cccs3)on2)cc(OC)c1OC	0	-6	0	83	94	2	-2	0.0	x
O=C(O)CC(CC(=O)O)(C(=O)O)c1ccccc1	15	6	-3	99	97	-1	1	1.0	90
O=C(CNCC1(N2CCOCC2)CCCCC1)Nc1ccc(Cl)cc1	0	9	3	x	99	4	3	0.6	89
